WRN inhibitor: WRN helicase (human) inhibition. AID 651768. 0.46% of 360,000 active. Potency, µM (top dose mostly 114 µM), inactives show at the top dose activity change, negative = inhibition, most hits filed as inhibitors. Q14191. WRN helicase unwinding, fluorescent forked duplex, kinetic; note: potency is the fitted concentration of half-maximal effect; % is set by controls: 0 for no effect and ±100 for the full control effect; nearly all actives have a fitted effect of over 55% in size
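Primary qHTS, 1536-well format. 20 nM WRN + compound, 15 min RT; start with 100 nM forked fluorophore/quencher duplex, 2 mM ATP (final); kinetic read ex 525/em 598 nm.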
EPAC1 antag: EPAC1 (human) antagonism | O95398 | EPAC1 GEF assay, Rap1b-BODIPY-GDP exchange fluorescence | Potency, µM (doses to about 115 µM), inactives show top-dose activity change, negative = inhibition, most hits filed as inhibitors | 0.14% of 360,000 active;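 note: potency is the fitted concentration of half-maximal effect; plate controls were vehicle for no effect and positive control for full effect; nearly all actives have a fitted effect of over 50% in size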
Target sequence (O95398 whole entry, looked up): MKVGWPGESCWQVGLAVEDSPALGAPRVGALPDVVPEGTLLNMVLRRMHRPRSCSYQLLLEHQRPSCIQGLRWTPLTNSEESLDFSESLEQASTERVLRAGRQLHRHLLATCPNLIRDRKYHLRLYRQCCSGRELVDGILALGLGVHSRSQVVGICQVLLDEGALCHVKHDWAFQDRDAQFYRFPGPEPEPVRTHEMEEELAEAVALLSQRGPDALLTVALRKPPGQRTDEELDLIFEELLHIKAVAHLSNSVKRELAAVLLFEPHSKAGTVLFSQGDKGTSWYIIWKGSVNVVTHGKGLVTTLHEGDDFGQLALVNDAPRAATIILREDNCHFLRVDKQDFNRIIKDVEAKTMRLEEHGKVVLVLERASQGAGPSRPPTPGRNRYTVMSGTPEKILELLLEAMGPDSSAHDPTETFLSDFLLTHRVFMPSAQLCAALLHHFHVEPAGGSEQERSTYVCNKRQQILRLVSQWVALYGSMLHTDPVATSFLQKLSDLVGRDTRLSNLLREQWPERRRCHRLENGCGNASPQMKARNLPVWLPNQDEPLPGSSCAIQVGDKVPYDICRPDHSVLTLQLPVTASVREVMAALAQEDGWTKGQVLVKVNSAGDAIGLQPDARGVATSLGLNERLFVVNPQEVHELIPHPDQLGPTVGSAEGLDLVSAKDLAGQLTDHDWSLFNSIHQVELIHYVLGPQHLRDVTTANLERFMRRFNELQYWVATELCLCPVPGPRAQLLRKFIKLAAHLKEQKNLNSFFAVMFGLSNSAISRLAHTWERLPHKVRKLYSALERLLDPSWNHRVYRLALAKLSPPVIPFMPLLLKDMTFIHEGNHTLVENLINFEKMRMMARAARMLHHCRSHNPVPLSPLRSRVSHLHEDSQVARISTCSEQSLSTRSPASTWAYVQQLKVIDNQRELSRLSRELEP
PI5P4Ka inh: inhibitors of human PI5P4K alpha | PI5P4Kalpha enzyme, ADP-Glo luminescence, 60 min; hits give low values | P48426 | max response, % | 1.2% of 330,000 active; active = max response of -50% or lower; inconclusive = between -30% and -50%; inactive = -30% or higher; note: value at the top dose of about 77 µM; % is set by controls: 0 for no effect and ±100 for the full control effect
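Compounds were pin-transferred onto PI5P4Kalpha and substrate in HEPES pH 7.4 buffer with EGTA, CHAPS and 5% DMSO. ATP (5 microM final) started the reaction, which ran 60 minutes at room temperature before ADP-Glo detection.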
CCT chaperon mod: cytosolic chaperonin activity modulation | purified chaperonin ATPase assay, HTRF ADP detection, 30 min | AID 651819 | 0.3% of 360,000 active | activity change, % (no concentration beside the values), hits read low; in the data active = activity change below about -30%; note: % is set by controls: 0 for no effect and ±100 for the full control effect
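Nucleotide hydrolysis assay: TRiC at 20–40 nM final (set by batch activity) with 10 uM ATP, 30 min at 37 °C, in presence of 76 uM compound. Detection by competitive ADP HTRF, 30 min ambient.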
EPAC1 ag: activates human EPAC1 exchange factor | EPAC1 agonist qHTS, biochemical assay; response scale: 100% = response to 6.5 mM cAMP | 0.073% of 360,000 active | Potency, µM (series often up to 154 µM), without a hit: at the top dose activation, usual class: activators | O95398; note: potency is the fitted concentration of half-maximal effect; nearly all actives have a fitted effect of over 60% in size
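Nucleotide exchange by EPAC1 (100 nM) on Rap1B–BODIPY-GDP (250 nM) in the presence of 50 uM GDP is tracked fluorescently at 480/540 nm over 30 min. Signals are normalized to a 6.5 mM cAMP control.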
EPAC2 agonist: EPAC2 (human) agonism | EPAC2 activation, biochemical qHTS; response scale: 100% = 6.5 mM cAMP response | 0.079% of 360,000 active | Q8WZA2 | Potency, µM (doses to about 154 µM), inactives show at the highest dose activation, hits mostly activators | AID 720711; note: potency is the fitted concentration of half-maximal effect; nearly all actives have a fitted effect of over 50% in size
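Fluorescence exchange assay: 100 nM EPAC2 with 250 nM RAP1B-BODIPY-GDP and 50 uM GDP; compounds tested as a concentration-titration series (qHTS). Loss of Rap1-bound BODIPY-GDP fluorescence read at 480/540 nm; data normalized to 6.5 mM cAMP.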
PLK1 PBD block: inhibitors of human PLK1 polo-box domain binding | P53350 | AID 720504 | Potency, µM, for the others: max response, negative = inhibition, most hits filed as inhibitors | 2.8% of 360,000 active | Plk1 PBD binding of FITC phosphopeptide, fluorescence polarization; note: potency is the fitted concentration of half-maximal effect; series mostly up to about 57 µM; % is set by controls: 0 for no effect and ±100 for the full control effect; nearly all actives have a fitted effect of over 65% in size
IL2 activator: activates IL-2 in a cell-based reporter assay | IL-2 activation reporter assay, cell-based qHTS; stimulated with anti-CD3/CD4/CD28 beads; in transgenic mouse T cells | activation, % (series mostly up to about 46 µM) | 0.065% of 360,000 active; in the data active = activation above about 50%; inconclusive = mostly about 30% to 49%; note: 0% is about no effect
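Quantitative HTS in unstimulated transgenic mouse T cells, with memory T cells as non-tolerant control and PMA/ionomycin as tolerance-bypass control. Compound pretreatment lasted 60 minutes before 18 h bead stimulation; EGFP/DsRed fluorescence read.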
The depositor's hits bear a star; ? = inconclusive; . = no result given; & = joins results of further samples. Unless noted, calls come from the whole dose curve; as a rule, active = well fitted curve in the direction sought with a large enough effect; inconclusive = small, poorly fitted or top-dose-only effect, or another doubt; inactive = no such curve, though single readings can be large; an effect the other way counts as inactive or inconclusive.

nr	compound	WRN inhibitor	EPAC1 antag	PI5P4Ka inh	CCT chaperon mod
1	CCCNC(=O)C1CCN(S(=O)(=O)c2ccc3nc4c(c(C(=O)O)c3c2)CCCCC4)CC1	-8.1%	-6.9%	-1.4	0.4
2	CC(C)(C)NC(=O)c1cc(C(C)(C)C)c(O)c(C(C)(C)C)c1	-8.9%	-19.2%	-0.9	0.0
3	COC(=O)C1Cc2ccccc2CN1S(=O)(=O)c1ccc(F)cc1 (configuration not stated)	-1.0%	-0.7%	5.3	-2.3
4	O=C(NCCCN1CCOCC1)c1cccc(S(=O)(=O)Nc2ccc(F)cc2)c1	3.2%	8.2%	2.0	-1.9
5	CN(Cc1nc(CC2CC2)no1)CC12CC3CC(CC(C3)C1)C2	-3.9%	-4.5%	6.3	1.0
6	CCCCC(c1nnnn1CCOC)N1CCN(C(=O)c2ccco2)CC1 (configuration not stated)	-10.9%	12.2%	0.3	1.2
7	C[C@@H]1[C@H](O)C[C@@]23COC(=O)C2=CCC[C@@H]3[C@@]1(C)CC/C(=C/CO)CO	10.4%	-10.0%	7.2	-1.3
8	O=C(COC(=O)CSc1ccc(F)cc1)NC1CCCCCC1	-6.5%	-8.3%	-0.8	-1.8
9	CC(C)c1cc(=O)n2c(nc3ccccc32)[nH]1	4.5%	-7.2%	-0.1	-0.5
10	O=C(COC(=O)CCNS(=O)(=O)c1ccc(Cl)cc1)NCc1ccco1	-12.0%	-3.6%	-7.5	-1.1

nr	EPAC1 ag	EPAC2 agonist	PLK1 PBD block	IL2 activator
1	-14.3%	2.9%	4.8%	2.8
2	0.9%	-8.0%	-4.7%	5.8
3	10.1%	10.7%	0.6%	0.6
4	4.5%	4.9%	-14.2%	2.2
5	1.1%	-3.2%	-5.7%	-0.2
6	-2.1%	5.0%	?	-1.4
7	1.9%	3.8%	0.5%	-1.6
8	-4.3%	4.3%	-19.0%	-0.4
9	-0.7%	2.8%	-10.4%	-0.4
10	6.5%	-6.8%	-11.5%	-2.2

(continued)
nr	compound	WRN inhibitor	EPAC1 antag	PI5P4Ka inh	CCT chaperon mod
11	O=C(O)c1ccc(NNC(=S)Nc2cc(C(F)(F)F)ccc2Cl)cc1	-25.7%	14.4%	-19.2	0.1
12	CCOC(=O)c1[nH]c(C)c(C(=O)OCC(=O)N(C)C2CCS(=O)(=O)C2)c1C (configuration not stated)	10.6%	7.2%	6.7	-1.3
13	Cn1c(-c2sc3cc(C(F)(F)F)cnc3c2-c2cccnc2)n[nH]c1=S	4.7%	0.3%	-16.5	0.0
14	NS(=O)(=O)c1ccc(Nc2ncccc2[N+](=O)[O-])cc1	-9.7%	-1.7%	.	0.2
15	O=C(NCCCN1CCN(c2ccc(F)cc2)CC1)c1cccc(N2CCCC2=O)c1	-6.2%	-6.0%	6.1	2.1
16	Nc1[nH]c(C(=O)c2ccccc2)c(-c2cccnc2)c1C(=O)NC1CCCCC1	-7.1%	-10.5%	2.0	1.0
17	CC1CCCC(C)N1C(=O)COC(=O)c1ccccc1C(=O)c1ccccc1 (configuration not stated)	-8.0%	-11.0%	1.0	1.8
18	COC(=O)Cc1[nH]nc2c1C(C1C=CCCC1)C(C#N)=C(N)O2 (configuration not stated)	-15.9%	?	?	0.6
19	CSc1ccccc1C(=O)NCc1cccnc1	-1.1%	3.0%	-10.6	-1.0
20	COc1ccc(NC(=S)NCCN2CCOCC2)c(OC)c1	-12.9%	7.6%	2.4	-0.1

nr	EPAC1 ag	EPAC2 agonist	PLK1 PBD block	IL2 activator
11	2.0%	3.1%	21.2µM*	-0.3
12	6.3%	13.4%	-9.8%	-0.7
13	-10.8%	-7.1%	23.8µM*	-1.0
14	5.9%	-0.4%	-2.0%	-2.6
15	-4.4%	3.7%	-5.6%	0.3
16	-14.6%	5.1%	-11.1%	-0.2
17	8.1%	9.5%	-10.8%	0.2
18	0.0%	-10.6%	-4.7%	-0.9
19	5.5%	3.5%	-12.7%	-2.3
20	-11.1%	2.9%	-22.7%	-2.8

Carrying on:
nr	compound	WRN inhibitor	EPAC1 antag	PI5P4Ka inh	CCT chaperon mod
21	COCCNC(=O)C1CC(=O)N(c2ccc(F)c(Cl)c2)C1 (configuration not stated)	5.7%	-0.5%	-4.8	-0.9
22	Brc1ccc(-c2csc(NNC3=NCCCCC3)n2)cc1	-0.2%	-0.9%	.	1.6
23	COc1ccc(S(=O)(=O)Nc2ccc3c(c2)C(=O)N([C@H](C)CO)C[C@H](C)[C@@H](CN(C)S(C)(=O)=O)O3)cc1	6.6%	9.8%	-2.0	-0.9
24	Cc1onc(-c2ccccc2)c1C(=O)Nc1nc(-c2ccccc2)cs1	-8.8%	-29.2%	5.7	0.7
25	O=C(c1ccco1)N1CCN=C1SCc1cccnc1	0.2%	13.2%	3.9	0.6
26	COC(=O)Cc1c(C)nc2nc(-c3ccc(C)cc3)[nH]n2c1=O	4.5%	-0.5%	-72.4*	-3.3
27	O=C(Nc1nnc(SCc2ccc(F)cc2)s1)c1cnccn1	-8.4%	-1.8%	8.4	2.9
28	Cc1ccc(C)c(OCC(=O)NNC(=O)C2CC2)c1	-2.3%	-28.8%	0.8	1.0
29	CCOC(=O)C1=C(C)NC(C)=C(C(=O)OCC)C1c1ccccn1	-1.6%&0.2%	4.3%&0.0%	0.3&1.7	-0.5&-2.5
30	CCCC(C(=O)NC1CCCC1)N(C(=O)Cn1nnc(-c2ccc(C)o2)n1)C1CCCC1 (configuration not stated)	-3.9%	-0.8%	.	-0.4

nr	EPAC1 ag	EPAC2 agonist	PLK1 PBD block	IL2 activator
21	-18.2%	7.2%	-9.5%	-1.5
22	0.3%	9.7%	?	-2.3
23	-7.6%	1.8%	-11.5%	0.0
24	14.6%	11.0%	0.0%	0.6
25	-3.2%	-3.9%	-7.6%	-0.8
26	8.7%	-12.4%	-4.9%	0.3
27	-3.7%	0.7%	-4.6%	0.3
28	6.3%	-1.1%	-0.3%	-3.1
29	7.1%&0.0%	1.3%&5.7%	1.4%&-4.0%	-1.3&4.1
30	3.8%	-1.4%	-27.2%	-0.3

(list continues)
nr	compound	WRN inhibitor	EPAC1 antag	PI5P4Ka inh	CCT chaperon mod
31	Nc1ccc(C(=O)Nc2ccc3nc(-c4ccncc4)[nH]c3c2)cc1	-23.5%	4.8%	-1.4	-0.1
32	COc1cccc(Nc2nc(C(N)CCc3ccccc3)cs2)n1 (configuration not stated)	-6.4%	-15.0%	8.3	0.9
33	CC(Oc1ccc2ccc(=O)oc2c1)C(=O)NC(Cc1c[nH]c2ccc(O)cc12)C(=O)O (configuration not stated)	-11.6%	2.5%	5.0	-1.1
34	COc1cccc(CNC(=O)C2CCCN(S(=O)(=O)c3c(C)[nH]c(=O)[nH]c3=O)C2)c1 (configuration not stated)	-2.4%	6.7%	.	1.2
35	COc1cc(/C=C2/C(=O)NN(c3ccc(Cl)cc3)C2=O)cc(OC)c1O	-25.8%	4.9%	-3.0	1.7
36	COc1ccccc1-c1ccc(=O)n(CC(=O)NCC2CCCO2)n1 (configuration not stated)	-1.0%	7.8%	1.9	-0.3
37	C[C@@H]1CN([C@H](C)CO)C(=O)Cc2cc(NC(=O)CCC(F)(F)F)ccc2O[C@@H]1CN(C)C(=O)NC1CCCCC1	-11.8%	11.4%	0.4	0.9
38	CC1CCCCC1NC(=O)C1CCN(S(=O)(=O)c2cccc3nonc23)CC1 (configuration not stated)	11.4%	18.9%	1.2	0.9
39	Cc1ccc2oc(=O)c(/C=C(\O)CC(C)C)nc2c1	-22.6%	-14.4%	6.3	-4.6
40	CSc1ncccc1C(=O)NCC(c1ccco1)N1CCCCC1 (configuration not stated)	2.7%	-14.5%	2.6	-0.2

nr	EPAC1 ag	EPAC2 agonist	PLK1 PBD block	IL2 activator
31	14.7%	-2.2%	0.3%	-0.4
32	-8.9%	11.1%	-15.5%	-0.9
33	-4.0%	6.1%	-10.0%	0.0
34	-2.4%	8.1%	-0.5%	-2.0
35	13.8%	1.2%	11.3%	1.8
36	-10.5%	-7.7%	4.9%	0.8
37	-8.9%	-8.6%	-15.8%	0.5
38	4.6%	3.9%	-4.2%	0.2
39	-2.8%	5.9%	-10.0%	-5.5
40	5.1%	-1.0%	3.3%	-1.1

Continued:
nr	compound	WRN inhibitor	EPAC1 antag	PI5P4Ka inh	CCT chaperon mod
41	CC(C)(C)OC(=O)N1CCc2onc(-c3ccc(Br)cc3)c2C1=O	-5.8%	-1.8%	2.0	0.0
42	O=C(NCCCN1CCN(c2ccccc2F)CC1)C1CCN(S(=O)(=O)N2CCOCC2)CC1	6.2%	-1.6%	2.2	-1.9
43	Oc1ccc(N2CCN(c3nc(-c4cccs4)nc4ccccc34)CC2)cc1	-14.9%	9.6%	2.0	1.3
44	Cc1nnn(C23CC4CC(CC(CC(=O)Nc5cccc(F)c5)(C4)C2)C3)n1	-0.1%	2.9%	8.7	0.1

nr	EPAC1 ag	EPAC2 agonist	PLK1 PBD block	IL2 activator
41	-14.8%	4.3%	3.4%	0.6
42	-6.1%	1.2%	-0.4%	1.5
43	11.6%	10.3%	0.3%	-0.6
44	9.8%	14.9%	-3.3%	0.1

Bioassay records (PubChem)

A portion of the library; the hit share may differ from the screen's.
